D2 agonist = activates the human D2 dopamine receptor; AID 485358; HEK293 T-REx D2 cells, calcium flux agonist mode; 340,000 compounds, 0.53% hits; activation, % at 2 µM; P14416;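 active means activation over 3 SD above normal in the single-dose calcium agonist read, cut at about 30% in these data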; further: 0% is about no effect
Target sequence (P14416 whole entry, looked up): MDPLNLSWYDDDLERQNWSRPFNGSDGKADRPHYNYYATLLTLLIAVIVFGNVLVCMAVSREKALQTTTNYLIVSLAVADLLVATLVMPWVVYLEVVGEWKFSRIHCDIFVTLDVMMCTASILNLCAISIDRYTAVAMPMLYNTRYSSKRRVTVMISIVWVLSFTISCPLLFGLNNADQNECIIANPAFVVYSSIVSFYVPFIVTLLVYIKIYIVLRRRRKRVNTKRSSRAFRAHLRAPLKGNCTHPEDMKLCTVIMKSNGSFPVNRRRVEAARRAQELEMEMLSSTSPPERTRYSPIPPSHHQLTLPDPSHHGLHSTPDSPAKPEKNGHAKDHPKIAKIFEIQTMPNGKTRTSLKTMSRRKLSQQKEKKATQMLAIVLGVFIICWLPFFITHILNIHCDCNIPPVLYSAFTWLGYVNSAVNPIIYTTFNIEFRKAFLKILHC
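Agonism is scored from calcium flux in a force-coupled, inducible HEK293 cell line expressing D2, read kinetically for 180 s after compound addition against dopamine controls.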
TRHR ag = agonists of human TRH receptor; 360,000 compounds, 0.18% hits; P34981; TRHR cells, calcium flux fluo-8, FDSS agonist mode; activation, % at 2 µM; AID 493084; in the data active means activation above about 30%; further: 0% is about no effect
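Fluo-8-loaded TRHR cells; 10 s baseline, compound added, kinetic Ca2+ fluorescence read 1/s, agonist mode.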
mIDH1 inhibitor = blocks human mutant IDH1 R132H enzyme; O75874; IDH1-R132H enzyme, NADPH consumption, diaphorase/resazurin fluorescence; Potency, µM (series often up to 76.6 µM), for the others: at the top dose activity change, negative = inhibition, usual class: inhibitors; 390,000 compounds, 0.093% hits; further: potency means the concentration at half of the fitted maximal effect; on the % scale 0 is the no-effect control and ±100 the full control effect; nearly all actives have a fitted effect of over 65% in size
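IDH1-R132H (0.5 ug/mL) preincubated 30 min with compound, then NADPH (0.016 mM) and alpha-KG (2 mM) added; 80 min at RT, pH 7.5. Remaining NADPH coupled via diaphorase/resazurin to fluorescence (540/590 nm); concentration-response curves normalized to no-enzyme control.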
TrxR1 substrate = substrates of rat thioredoxin reductase 1; purified TrxR1 substrate turnover, NADPH consumption readout; 390,000 compounds, 0.01% hits; O89049; Potency, µM (titrated, usually from 114 µM), for inactives: at the top dose activity change, negative = substrate turnover; further: potency means the concentration at half of the fitted maximal effect; on the % scale 0 is the no-effect control and ±100 the full control effect; nearly all actives have a fitted effect of over 50% in size
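Rat TrxR1, dispensed at 90 nM, was prereduced with 400 uM NADPH (final) for 5 min at ~22 deg C, then incubated with compound 15 min before 400 uM selenite. A first-read NADPH fluorescence drop versus no-compound background flagged substrates.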
USP1 inh = USP1/UAF1 (human) deubiquitinase inhibition; recombinant USP1/UAF1, Ub-Rhodamine cleavage fluorescence; Potency, µM (highest dose often 57.1 µM), without a hit: top-dose activity change, negative = inhibition, usual class: inhibitors; 390,000 compounds, 0.23% hits; further: potency means the concentration at half of the fitted maximal effect; on the % scale 0 is the no-effect control and ±100 the full control effect; nearly all actives have a fitted effect of over 60% in size; inactives centre near -12
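USP1/UAF1 complex (1 nM) preincubated 15 min at room temperature with compound, then Ub-Rho substrate (150 nM final) added. Kinetic fluorescence at 480/540 nm over 6 reads at 60 s intervals; 50 mM HEPES pH 7.8, 0.5 mM EDTA, 0.1 mg/ml BSA, 1 mM TCEP, 0.01% Tween-20.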
D2 antagonist = antagonists of human D2 dopamine receptor. 340,000 compounds, 2% hits. HEK293 TREx D2 cells, calcium flux, dopamine EC80. inhibition, % at 10 µM. P14416; in the data active means inhibition above about 30%; further: 0% is about no effect
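Calcium mobilization kinetics were recorded at 1 s intervals in tetracycline-induced HEK293 T-REx D2 cells, first for 180 s after compound addition and then 180 s after EC80 dopamine.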
TRHR enhancer = allosterically enhances the human TRH receptor | P34981 | TRHR cells, fluo-8 calcium fluorescence, EC20 TRH enhancement | enhancement, % at 2 µM | 360,000 compounds, 0.66% hits; in the data active means enhancement above about 30%; further: 0% is about no effect
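Enhancer read-out: after compound pinning and an initial kinetic agonist-mode read, an EC20 of TRH (10 nM final) was injected and fluo-8 calcium signal (Ex 480/Em 530) followed at 1 s/cycle for 100 cycles in TRHR-expressing cells.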
rTrxR1 inhibitor = blocks rat thioredoxin reductase 1; recombinant rTrxR1, NADPH fluorescence consumption, selenite substrate; Potency, µM (doses to about 114 µM), inactives show at the top dose activity change, negative = inhibition, actives largely listed as inhibitors; 390,000 compounds, 1% hits; further: potency means the concentration at half of the fitted maximal effect; on the % scale 0 is the no-effect control and ±100 the full control effect; nearly all actives have a fitted effect of over 65% in size
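Rat TrxR1 (90 nM in the dispensed reagent) was pre-reduced with 400 uM NADPH for 5 min at room temperature, then incubated with compound for 15 min. After 400 uM selenite was added, NADPH fluorescence (Ex 340/Em 450 nm) was followed for 8 min.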
PI4K2A inh = inhibitors of human PI4K2A; activity change, negative = inhibition, % at 76.9 µM; purified PI4K2A, ADP-Glo luminescence, 1 h; hits give low values; 420,000 compounds, 0.13% hits; in the data active means activity change below about -50%; inconclusive means mostly about -30% to -49%;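 further: -100% = wells without enzyme as full effect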
Target sequence (Q9BTU6 whole entry, looked up): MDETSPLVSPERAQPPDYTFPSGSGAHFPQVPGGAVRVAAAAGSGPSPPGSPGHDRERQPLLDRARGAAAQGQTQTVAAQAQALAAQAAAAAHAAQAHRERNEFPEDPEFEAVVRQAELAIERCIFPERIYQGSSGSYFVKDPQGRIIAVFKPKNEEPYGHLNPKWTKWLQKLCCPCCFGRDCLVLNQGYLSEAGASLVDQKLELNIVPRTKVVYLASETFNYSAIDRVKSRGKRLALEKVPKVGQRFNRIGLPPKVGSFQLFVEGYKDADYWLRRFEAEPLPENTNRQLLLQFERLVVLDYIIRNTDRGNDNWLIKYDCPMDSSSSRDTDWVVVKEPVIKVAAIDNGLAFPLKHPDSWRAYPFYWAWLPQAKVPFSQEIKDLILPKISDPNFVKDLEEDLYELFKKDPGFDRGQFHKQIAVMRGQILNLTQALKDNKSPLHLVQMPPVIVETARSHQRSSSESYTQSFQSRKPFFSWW
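In this quantitative HTS, ADP production by PI4K2A was quantified luminescently after 1 h at ambient temperature; 100 microM adenosine served as plate-quality control.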
An asterisk follows results filed as active; ? = inconclusive; / = no result given; & = joins results of further samples; [ ] = another dose, or the depositor's remark. Unless noted, the call rests on the fitted dose curve; in most records, active means well fitted inhibition curve with a large enough effect; inconclusive means small, poorly fitted or top-dose-only effect; inactive means no such curve, though single readings can be large or run the other way.

SMILES	D2 agonist	TRHR ag	mIDH1 inhibitor	TrxR1 substrate	USP1 inh	D2 antagonist	TRHR enhancer	rTrxR1 inhibitor	PI4K2A inh
Cc1ccc(-n2nc3cc(Cl)c(NC(=O)c4ccco4)cc3n2)cc1	0.9	1.1	10%	28%	-16%	8	-9	22%	-2
O=C1C=C(c2ccc3ccccc3c2)C[C@@H](c2ccc(F)cc2)C1	-0.6	0.5	0%	-6%	-19%	-9	8	12%[57.1 µM]	1
Cn1c(C(=O)O)cnc1Sc1ncc(C(F)(F)F)cc1Cl	-0.4	-0.5	18%	-3%	-5%	-12	0	2%	-8
COc1ccc(-c2nc(NC(=O)C3=NN(c4cccc(C)c4)C(=O)CC3)sc2C)cc1	0.2	0.2	15%	-9%	-13%	-4	-1	-4%	1
O=C(NCc1ccco1)/C(=C/c1ccco1)NC(=O)c1ccco1	1.6	0.0	3%	-9%[57.1 µM]	-18%	5	3	-35%[57.1 µM]	2
CCOC(=O)c1c(C)[nH]c(C)c1S(=O)(=O)NCCCc1ccco1	-0.1	-0.9	-3%	-4%	-12%	3	-3	2%	2
C#CCSc1nnnn1-c1ccc(Br)c(C)c1	/	-1.4	-8%	-14%	-8%	/	7	-8%	1
Cc1cc(-c2ccc(Cl)cc2)n2ncnc2n1	-0.2	-0.9	5%	20%	-19%	-5	3	-9%	-4
O=C(NC1c2ccccc2-c2ccccc21)c1ccccc1	0.8	-0.1	-10%	-3%	-6%	9	28	21%	0
COc1ccc(-c2ccc(NS(=O)(=O)c3cc([N+](=O)[O-])c(C)c([N+](=O)[O-])c3)cc2)nn1	-1.8	-0.4	-8%	-6%	-15%	-7	1	8%	-3
CCc1nonc1NC(=O)c1oc2ccc(C)cc2c1C	-0.1	0.4&0.0	4%&7%	-1%&7%	?	24	3&0	31%&22%	9&0
Cc1ccc(C)c(N2CCN(CCCc3ccccc3)CC2)c1	1.6	-0.1	2%	-5%	-5%	51*	-2	12%	1
N#Cc1cccc(C(=O)OCC(=O)NCc2ccco2)c1	0.0	0.0	0%	-4%	-6%	4	-1	-5%	-3
CC(=O)OC[C@H]1O[C@@H](Sc2cccc3cccnc23)[C@H](OC(C)=O)[C@@H](OC(C)=O)[C@H]1OC(C)=O	1.1	0.0	6%	132%[activator]	-8%	5	5	11%	0
COc1ccc2cc(S(=O)(=O)N3CCCCC3)ccc2c1S(=O)(=O)N1CCCCC1	1.3	0.0	10%	-8%	-18%	8	-2	0%	5
COc1ccccc1NC(=O)COc1ccc(C(=O)NC2CCCc3ccccc32)cc1OC (stereo unspecified)	0.2	0.3	0%	7%	-22%	6	7	16%[57.1 µM]	-8
COc1cc(C(=O)NCc2cc3cc(Cl)ccc3n2C)cc(OC)c1OC	0.2	0.7	-3%	0%	-19%	-8	9	19%	0
CCC(CC)C(=O)NCc1ccccc1OC	0.4	0.0	3%	-5%	-2%	-17	7	-3%	-4
CSc1nsc(SC)c1NC(=O)Nc1ccccc1C	-0.1	-1.0	10%	10%	-2%	-4	4	32%	-2
COc1ccc2[nH]c3c(c2c1)CCN(C(=O)CCC1CCCC1)C3c1ccc(F)cc1 (stereo unspecified)	0.1	-0.2	0%	1%	-26%	/	2	10%	-1

Pulled one by one from above:
SMILES	D2 agonist	TRHR ag	mIDH1 inhibitor	TrxR1 substrate	USP1 inh	D2 antagonist	TRHR enhancer	rTrxR1 inhibitor	PI4K2A inh
CCC(CC)C(=O)NCc1ccccc1OC	0.4	0.0	3%	-5%	-2%	-17	7	-3%	-4
O=C1C=C(c2ccc3ccccc3c2)C[C@@H](c2ccc(F)cc2)C1	-0.6	0.5	0%	-6%	-19%	-9	8	12%[57.1 µM]	1
CCc1nonc1NC(=O)c1oc2ccc(C)cc2c1C	-0.1	0.4&0.0	4%&7%	-1%&7%	?	24	3&0	31%&22%	9&0
COc1cc(C(=O)NCc2cc3cc(Cl)ccc3n2C)cc(OC)c1OC	0.2	0.7	-3%	0%	-19%	-8	9	19%	0

Continuation:
SMILES	D2 agonist	TRHR ag	mIDH1 inhibitor	TrxR1 substrate	USP1 inh	D2 antagonist	TRHR enhancer	rTrxR1 inhibitor	PI4K2A inh
O=C(Cn1c(=O)oc2ccccc21)Nc1cccc(Cl)c1	0.7	-0.4	11%	5%	-24%	4	5	21%	-2
COc1ccc(C(=O)N[C@H](C(=O)Nc2nc3c(s2)CCCC3)C(C)C)cc1	-0.4	-0.4	0%	-9%	-11%	6	0	17%[57.1 µM]	6
CN(Cc1nccn1C)C(=O)CC1C(=O)NCCN1Cc1ccccc1C(F)(F)F (stereo unspecified)	0.4	0.4	13%	-1%	-15%	-20	-6	-10%	-4
CC1CCCC(C)N1C(=O)CSc1nc(N)cc(N)n1 (stereo unspecified)	0.5	0.7	4%	14%[57.1 µM]	-7%	-8	4	25%[57.1 µM]	10
COc1cc2c(cc1OC)-c1cc(OCc3cccnc3)nc(=O)n1CC2	-0.5	1.2	3%	381%[activator][57.1 µM]	2%	9	5	94%[activator][57.1 µM]	2
Cc1cccc(C)c1NC(=O)CCCSc1nnc(-c2ccco2)n1-c1ccccc1	-1.2	-0.1	-11%	-1%	-21%	-3	-3	?	-1
CN1CCN(C(=S)c2cn(Cc3ccccc3F)c3ccccc23)CC1	0.1	-0.1	-4%	-3%	-25%	1	-2	2%	1
COc1ccc(C(=O)Nc2cc(C)ccc2NC(=O)COc2ccccc2)cc1	0.0	-0.3	7%	-4%	-27%	44*	-5	0%	-10
Cn1c(-c2ccc3c(c2)OCO3)cc(=O)c2ccccc21	-2.1	-0.6	-1%	6%	11%	-24	4	-23%	-3
O=C(CSc1ccc2nnc(-c3ccncc3)n2n1)Nc1ccc2c(c1)OCCO2	-1.6	0.2	-4%	9%	-9%	-13	4	20%	7
CCn1c(C)nc2cc(C(=O)NNC(=O)[C@@H](NC(=O)c3cc(OC)cc(OC)c3)C(C)C)ccc21	/	/	3%	-3%[57.1 µM]	?	/	/	19%[57.1 µM]	3
CCOc1cc(C(=S)N2CCOCC2)ccc1OS(=O)(=O)c1ccc(Br)cc1	-0.3	-0.2	0%	-1%	-24%	7	4	28%	1
O=C(CN1C(=O)NC2(CCCC2)C1=O)Nc1ccccc1N1CCCC1	-1.4	-0.1	-7%	10%	-13%	2	2	23%	1
Cc1ccc(NC(=O)CCc2c(C)nc3c(-c4ccccc4)c(C)nn3c2C)c(C)c1	/	-0.1	-16%	10%	-27%	/	11	27%	1
CCc1ccc(N/C(SCc2ccccc2C)=C(/C#N)C(=O)NCc2ccco2)cc1	0.0	2.9	-1%	-7%	-9%	-12	-3	9%	4
Cc1cccc(-n2ncc3c(NCc4ccccn4)ncnc32)c1	-0.4	-0.6	5%	17%[57.1 µM]	-7%	-2	1	6%[57.1 µM]	4
CCCCN(CC)C(=O)CSc1nc2n[nH]c(C)c2c(=N)n1-c1cccc(Cl)c1	/	-0.5	-15%	-2%[57.1 µM]	-20%	/	-1	17%[57.1 µM]	1
O=C(COC(=O)c1cc(-c2ccc(F)cc2)nc2ccccc12)NCC1CCCO1 (stereo unspecified)	-0.2	0.7	-8%	30%	-19%	-6	0	2%	9
CCOC(=O)C1CCCN(C(=O)c2ccc(S(=O)(=O)Nc3ccccc3OC)cc2)C1 (stereo unspecified)	-1.0	3.4	-4%	-1%	-6%	0	-6	17%	2
CC(N=C1NS(=O)(=O)c2ccccc21)C(=O)NCc1ccncc1 (stereo unspecified)	/	0.6	-2%	2%[57.1 µM]	-8%	/	0	9%	-4
CC(=O)Nc1cccc(NC(=O)CSc2nnc3ccc(-c4cccnc4)nn23)c1	-0.2	-0.5	-6%	-4%[57.1 µM]	-3%	0	14	-9%[57.1 µM]	-4
N#Cc1ccsc1NC(=O)COC(=O)c1cc(Br)ccc1O	1.4	0.9	9%	2%	-15%	-3	-7	5%	-4
Cc1nn(-c2ccccc2)c(N2CCCC2)c1/C=N/NC(=O)c1cc(-c2ccccn2)nc2ccccc12	0.7	0.2	1%	-8%	-12%	2	7	-10%	1
O=C(OC1CCOC1=O)c1ccc2ncsc2c1 (stereo unspecified)	-0.6	0.4	-2%	17%[57.1 µM]	-22%	-20	-2	19%[57.1 µM]	-2
CCn1c(N2CCN(S(=O)(=O)c3ccc(OC)cc3)CC2)nc2ccccc21	0.9	-0.5	-9%	2%	-5%	19	-5	35%	5
CCC(C)NS(=O)(=O)c1ccc(OCC(=O)NCc2ccc(OC)cc2)cc1 (stereo unspecified)	-1.6	0.6	7%	-11%	-12%	-24	-3	-14%	5
CC(C)c1ccc(S(=O)(=O)c2nnn3c2nc(N2CCCCC2)c2sccc23)cc1	-1.0	0.3	?	16%	?	/	2	14%	1
C#CCOCCOCCOCCNc1nc(N2CCN(C(=O)[C@H](CO)n3cc([C@@H](N)C(C)C)nn3)CC2)nc(N2CCN(C(=O)[C@H](CCCCN)n3cc([C@@H](N)[C@H](C)CC)nn3)CC2)n1	/	/	-5%	1%[57.1 µM]	3%	/	/	?	0
Cc1c(Cl)c([N+](=O)[O-])nn1CCCC(=O)Nc1ccc(Cl)cc1Cl	-0.9	0.3	5%	-14%	-5%	-24	4	-12%	-3
CCc1ccc(Oc2coc3cc(O)ccc3c2=O)cc1	0.4	0.6	7%	23%	-23%	-27	18	25%	-3
Cc1ccc(NS(=O)(=O)c2cc(OCC(N)=O)c(C)cc2Cl)cc1C	-0.4	0.4	0%	-4%[57.1 µM]	1%	-8	0	3%	-1
CC(=O)N1c2ccc(S(=O)(=O)NC(CC(=O)O)c3ccc(Br)cc3)cc2CC1C (stereo unspecified)	0.0	0.4	-3%	3%[57.1 µM]	-21%	1	-1	13%[57.1 µM]	-5
COc1ccc(/C(N)=N/OC(=O)c2cccc([N+](=O)[O-])c2C)cc1	0.6	0.2	1%	-7%[57.1 µM]	-9%	-5	-2	6%[57.1 µM]	1
CCOC(=O)C1CCN(C(=O)C2CCC(=O)N(Cc3cccc(C(F)(F)F)c3)C2)CC1 (stereo unspecified)	0.9	2.1	6%	-8%	-19%	-9	6	-16%	1

Screening results as filed in PubChem.

Random draw from the library; about 3.9% have a hit in one of these screens.
